Bioassay records as filed in PubChem BioAssay.
Growth percent in the NCI-60 one-dose screen (48 h, 10 µM unless noted): 100 = growth as untreated, 0 = no growth, -100 = all killed.
SR – SR leukemia cells | 73,000 compounds, 8.7% hits | AID 1794780
MDA-MB-468 – MDA-MB-468 breast cancer; 78,000 compounds, 8.5% hits; AID 2202374
RPMI-8226 – RPMI-8226 leukemia cells; 77,000 compounds, 7.5% hits; AID 1794781
MDA-MB-435 – MDA-MB-435 melanoma | 82,000 compounds, 7.8% hits | AID 1794794
MCF7 – MCF7 breast cancer; 82,000 compounds, 6.3% hits
MDA-MB-231 – MDA-MB-231 breast cancer; 81,000 compounds, 5% hits; AID 1794789
K-562 – K-562 leukemia. AID 1794777. 78,000 compounds, 7.4% hits
MOLT-4 – MOLT-4 leukemia cells; 80,000 compounds, 6.9% hits
The depositor's hits bear a star; . = no result given; & = joins results of further samples. How the source made its calls: active means growth percent below 10; inactive means the rest.

SMILES	SR	MDA-MB-468	RPMI-8226	MDA-MB-435	MCF7	MDA-MB-231	K-562	MOLT-4
C=C1C(=O)O[C@H]2[C@H]1CC/C(COC(=O)c1cc(OC)c(OC)c(OC)c1)=C\CC[C@@]1(C)O[C@@H]21	-13.2*	-33.2*	-36.2*	-53.0*	-16.5*	-39.0*	.	-14.8*
C/C(=N\NC(=S)Nc1cccc(Cl)c1Cl)c1sc(Nc2ccccc2)nc1C	87.8	101.3	112.5	100.3	80.7	88.0	94.2	100.7
O=[N+]([O-])c1ccc(N/N=C2/CC3CCC2C3)c([N+](=O)[O-])c1 (stereo not drawn)	.	91.1	77.7	99.6	103.1	96.2	74.5	86.9
C=CCN(CC=C)CCN(CC=C)CC=C	100.2	105.1	104.5	103.5	89.8	128.7	36.3	104.6
CCOc1ccc(-n2nc(C(=O)Nc3cc(OC)c(OC)c(OC)c3)nc2-c2cc(OC)c(OC)c(OC)c2)cc1	40.7	82.0	55.7	79.6	83.2	50.5	.	67.5
COc1ccc(/C=N/NC(N)=S)cc1S(=O)(=O)O	95.7	.	104.0	111.2	108.7	115.9	102.4	97.8
OCc1cc(Cl)cc(Cl)c1O	87.8	105.4	99.1	109.4	102.9	104.4	96.0	95.7
CNC(=O)c1n[nH]n2c1nc(=O)c1c(C)c(C)sc12	101.0	102.1	108.0	101.4	92.3	107.3	89.9	97.0
CCCCCCCCOC(=O)c1ccc(O)c(OC)c1	85.3	99.2	89.2	106.4	66.9	85.0	116.2	12.9
N=C(N)Sc1cc(O)ccc1O	118.2	111.7	79.4	120.3	102.8	98.4	115.6	131.4
O=S(=O)(c1ncsc1-c1ccccc1)N1CCN(c2ccccc2)CC1	123.1	92.3	99.2	99.2	97.8	102.8	91.3	97.2
O=C1COc2cc(O)ccc21	95.5	120.7	.	109.8	106.5	118.1	102.9	98.4
COc1ccc(-c2[nH]ncc2C2OC[C@@]3(C)[C@H]4CCC5(C)OC(C6=CCOC6=O)C[C@H]5[C@]4(C)CC[C@H]3O2)cc1 (stereo partly drawn)	72.1	71.6	69.7	104.3	.	71.5	95.6	75.1
CCOC1C=CC(OC(C)=O)C(COC(C)=O)O1 (stereo not drawn)	93.5	101.7	106.1	97.7	89.4	97.8	95.7	109.5
c1ccc(-c2noc3ncnc(Nc4ccc(N5CCOCC5)cc4)c23)cc1	94.4	101.9	111.6	101.4	85.7	95.4	101.6	108.8
C/C([O-])=c1\c(C)nn2ccc[n+]12	.	113.2	106.6	101.8	88.7	108.4	89.8	80.1
CNC1=CC(=O)c2c(C(=O)OC)c(C)[n+]([O-])c(C)c2C1=O	95.5	34.7	76.1	-17.3*	57.0	63.8	71.0	95.6
O=c1cc(Cn2cc(CSc3nc4cc(Cl)ccc4o3)nn2)c2ccccc2o1	91.8	112.9	107.7	102.8	98.2	112.2	101.8	105.7
C/C(=N\NC(=O)Cn1c(C(C)C)nc2ccccc21)c1ccc(Br)c([N+](=O)[O-])c1	90.7	107.3	.	94.3	101.6	103.8	92.9	94.3
CC(C)=CCC[C@](C)(O)[C@H]1CC[C@]2(C)[C@@H]1CC[C@@H]1[C@@]3(C)C/C(=C/c4ccco4)C(=O)C(C)(C)[C@@H]3CC[C@]12C	113.0	111.5	101.0	97.4	97.2	100.8	99.2	104.2
COc1cc(-c2nn(CNc3ccc(C(C)=O)cc3)c(=S)o2)cc(OC)c1OC	85.8	110.8	103.6	104.3	95.8	98.4	.	87.9
CCCCn1c(=N)c(S(=O)(=O)c2ccccc2)cc2c(=O)n3ccccc3nc21	95.4	89.5	98.9	106.0	93.7	82.5	86.1	92.4
CCCCn1cnc2c(SC)nc(N)nc21	96.5	.	74.8	99.7	83.4	102.7	98.1	101.2
COc1ccc2nc3c(n2c1)C(=O)C(=O)c1ccccc1-3	-1.5*	-10.8*	-0.7*	-91.8*	-53.1*	16.7	-18.2*	2.8*
O=[N+]([O-])c1cccc(CO/N=C/c2ccccc2O)c1	118.1	56.1	92.5	103.3	76.4	91.5	89.8	52.8

Next part, overlapping the part above by 7 compounds.
SMILES	SR	MDA-MB-468	RPMI-8226	MDA-MB-435	MCF7	MDA-MB-231	K-562	MOLT-4
C/C(=N\NC(=O)Cn1c(C(C)C)nc2ccccc21)c1ccc(Br)c([N+](=O)[O-])c1	90.7	107.3	.	94.3	101.6	103.8	92.9	94.3
CC(C)=CCC[C@](C)(O)[C@H]1CC[C@]2(C)[C@@H]1CC[C@@H]1[C@@]3(C)C/C(=C/c4ccco4)C(=O)C(C)(C)[C@@H]3CC[C@]12C	113.0	111.5	101.0	97.4	97.2	100.8	99.2	104.2
COc1cc(-c2nn(CNc3ccc(C(C)=O)cc3)c(=S)o2)cc(OC)c1OC	85.8	110.8	103.6	104.3	95.8	98.4	.	87.9
CCCCn1c(=N)c(S(=O)(=O)c2ccccc2)cc2c(=O)n3ccccc3nc21	95.4	89.5	98.9	106.0	93.7	82.5	86.1	92.4
CCCCn1cnc2c(SC)nc(N)nc21	96.5	.	74.8	99.7	83.4	102.7	98.1	101.2
COc1ccc2nc3c(n2c1)C(=O)C(=O)c1ccccc1-3	-1.5*	-10.8*	-0.7*	-91.8*	-53.1*	16.7	-18.2*	2.8*
O=[N+]([O-])c1cccc(CO/N=C/c2ccccc2O)c1	118.1	56.1	92.5	103.3	76.4	91.5	89.8	52.8
CC1=NN(c2ccc(S(=O)(=O)O)cc2)C(=O)/C1=C/c1ccc(Cl)cc1	93.6	99.9	93.2	102.0	99.2	109.1	95.5	86.9
Cc1ccc(Nc2nc(-c3ccc(F)cc3)c(C#N)c(=O)n2C)cc1	62.3	62.1	89.4	74.7	56.1	23.4	97.6	81.5
COc1ccc(Cn2nc3c(c2-c2ccc(OC)cc2)-c2oncc2CC3)cc1	65.2	108.7	.	89.4	74.1	74.1	72.5	74.6
CCOC(=O)C1=C(C)N=C2Sc3ccccc3N2C1c1cn[nH]c1-c1ccc(F)cc1 (stereo not drawn)	87.7	108.8	91.4	104.0	79.7	84.7	83.4	72.5
COc1cc(CCC[P+](c2ccccc2)(c2ccccc2)c2ccccc2)c(OC)c(OC)c1OC	.	30.3	68.4	0.4*	39.0	61.5	39.8	57.6
CC[C@H](CC[C@@H](C)[C@H]1CC[C@H]2[C@@H]3CC[C@@H]4/C(=C\c5ccco5)C(=O)/C(=C\c5ccco5)C[C@]4(C)[C@H]3CC[C@]12C)C(C)C	91.2	104.7	111.9	101.1	91.2	105.8	96.9	100.0
O=C1NC(=O)/C(=C/c2ccc(OCc3cc4ccccc4nc3Cl)cc2)S1	91.0	92.0	78.7	98.3	91.6	88.2	75.2	101.3
CC(C)S(=O)(=O)O	97.4	110.6	.	111.1	98.3	118.9	98.8	99.7
O=C1CC=C(Nc2ccc(C(=O)Nc3cccc(Cl)c3Cl)cc2)N=N1	.	76.7	49.1	91.9	59.6	60.3	37.5	72.1
O=C(Nc1nnc(C(F)(F)F)s1)c1c(F)cccc1F	87.6	106.3	71.2	105.2	88.6	96.3	100.1	94.8
CCN(CC)N=Nc1ccc(S(N)(=O)=O)cc1	109.5	100.8	107.3	108.6	96.6	87.4	117.0	108.0
COc1ccc(NC(=S)N/N=C/c2ccnc(F)c2)cc1	79.0	100.2	81.2	99.4	86.7	95.1	64.2	64.7
O=S(Cc1ccccc1)/C(=C/NC(=S)Nc1cc(Cl)ccc1Cl)c1ccccc1 (stereo not drawn)	.	106.5	102.4	108.4	96.9	100.4	.	.
O=C1/C(=N\O)C(c2ccccc2)Oc2ccccc21 (stereo not drawn)	77.4	116.6	89.9	107.4	94.4	93.0	90.7	85.1
O=[N+]([O-])/C(=C\c1ccco1)c1ccccc1	91.3	97.8	84.4	100.0	90.4	93.2	98.1	102.0
O=C1c2cc3c(cc2-c2c1c1cc(F)c(F)cc1c(=O)n2CCCn1ccnc1)OCO3	-2.4*	-53.6*	-10.1*	8.6*	-1.2*	13.9	8.6*	-14.3*
N#Cc1c(-c2ccccc2)nc(SCC(=O)c2ccc(Br)cc2)[nH]c1=O	94.4	108.8	109.8	101.0	93.9	119.5	95.4	93.8
COc1cc(OC)cc(/C(C#N)=C/c2nc3c(N4CCOCC4)nc(Cl)nc3n2C)c1	101.2	98.2	111.8	103.8	100.3	95.1	101.6	102.1
Cc1c(CCO)c(=O)n2n1CCCC2	102.0	93.2	102.4	101.5	101.8	106.3	100.4	98.4
O=C(CC(=O)C(F)(F)C(F)(F)C(F)(F)F)c1ccc(Cl)s1	106.1	110.8	102.6	101.3	104.6	97.3	.	111.4
COc1cc(CCn2nnc3c(NCCCO)ncnc32)cc(OC)c1	97.2	90.1	103.1	104.2	96.3	106.7	95.4	100.2
c1cnc(NCCSSCCNc2ncccn2)nc1	99.2&95.6	107.7&95.9	94.1&106.0	100.6&98.1	97.2&93.4	93.3&116.6	95.8&108.5	92.9&101.2
COc1ccc2c(c1)CC/C(=C\c1cccnc1Cl)C2=O	72.2	79.5	87.0	93.3	94.5	100.9	.	80.4
Cc1cc(-c2ccccc2)n(/N=C(\N)C(Cl)(Cl)Cl)c(=S)n1	99.7	102.1	107.4	104.7	98.4	102.4	94.8	109.4
C[C@H]1C=C(C[C@@H](O)CCCCCCCCCC[C@@H](O)[C@H]2CCC(=O)O2)C(=O)O1	114.3	.	79.9	112.7	118.3	101.7	83.5	112.0

Whole records from above:
Shown for CC1=NN(c2ccc(S(=O)(=O)O)cc2)C(=O)/C1=C/c1ccc(Cl)cc1 : SR = 93.6; MDA-MB-468 = 99.9; RPMI-8226 = 93.2; MDA-MB-435 = 102.0; MCF7 = 99.2; MDA-MB-231 = 109.1; K-562 = 95.5; MOLT-4 = 86.9
Shown for COc1ccc(NC(=S)N/N=C/c2ccnc(F)c2)cc1 : SR = 79.0; MDA-MB-468 = 100.2; RPMI-8226 = 81.2; MDA-MB-435 = 99.4; MCF7 = 86.7; MDA-MB-231 = 95.1; K-562 = 64.2; MOLT-4 = 64.7

The list continues:
SMILES	SR	MDA-MB-468	RPMI-8226	MDA-MB-435	MCF7	MDA-MB-231	K-562	MOLT-4
COc1ccc(/C=C2\C=C(c3ccccc3)N(Cc3ccccc3)C2=O)cc1OC	66.0	84.9	.	93.2	76.3	.	60.2	76.1
C[C@H](NC(=O)c1snnc1C1CC1)c1c(F)cccc1Cl	148.8	99.4	130.0	106.4	98.7	105.3	115.3	101.5
CCOc1ccccc1CN1CCc2nc3cc(C(C)(C)C)[nH]n3c(=O)c2C1	88.5	105.2	100.9	103.9	98.0	92.3	87.2	94.7
C[C@H]1CCC/C=C/[C@@H]2CC=C[C@H]2[C@H](O)/C=C/C(=O)O1	82.9	109.5	95.6	116.7	92.7	99.4	94.0	92.8
CC(C)[C@@H](C)/C=C/[C@@H](C)[C@H]1CCC2=C3C=CC4=CC(=O)CC[C@]4(C)[C@H]3CC[C@@]21C	70.8	97.3	66.0	102.9	93.6	104.6	92.6	85.5
Cc1ccccc1-c1nnc(SCc2nnc(-c3cccc([N+](=O)[O-])c3)o2)o1	103.2	107.2	.	102.2	94.3	104.3	92.9	99.6
COc1ccc(-c2ccn(S(=O)(=O)c3ccc(OC)cc3)n2)cc1	57.8	59.3	58.7	88.4	97.9	96.2	57.0	73.2
COc1ccc(-c2nc(NCC(=O)c3ccc(Cl)cc3)[nH]c(=O)c2C#N)cc1	107.1	113.4	107.2	110.2	94.3	115.5	100.4	109.4
CCCNC(C)(C)COC(=O)Nc1ccccc1Cl	98.4	99.1	101.6	101.9	101.5	103.0	103.1	95.4
CCOC(=O)c1cc(C(=O)c2cc(OC)c(OC)c(OC)c2)n2c1ccc1c3ccccc3ccc12	93.9	105.0	.	.	98.9	100.0	96.5	104.5
N#Cc1ccc2c(c1)OCO2	89.6	120.7	120.9	104.2	100.3	104.7	102.7	86.7
O=C1CC2CC=CCN2C=C1c1cccs1 (stereo not drawn)	100.4	99.7	106.6	106.3	95.0	107.2	90.3	98.3
Nc1ccc2c(=O)[nH][nH]c(=O)c2c1	103.0	109.8	108.4	124.0	103.6	102.7	115.2	109.8
CC(CC(=O)c1ccc(F)cc1)N1CCN(c2ccccc2)CC1 (stereo not drawn)	53.2	102.6	95.0	107.5	73.2	104.7	81.9	90.5
CC(CC(=O)O)S(=O)(=O)c1ccc([N+](=O)[O-])cc1 (stereo not drawn)	115.9	105.9	103.8	109.4	96.2	110.1	110.9	121.5
CC1(C)C(=O)CC[C@]2(C)[C@H]3C(=O)C=C4[C@@H]5C[C@@](C)(C(=O)Nc6cccc7cccnc67)CC[C@]5(C)CC[C@@]4(C)[C@]3(C)CC[C@@H]12	63.5	74.0	40.2	91.9	54.4	81.6	30.4	78.7
COc1ccc(/C=C(\C#N)c2cc3ccccc3n2C)cc1	18.7	27.6	.	-49.1*	15.4	31.0	7.3*	17.4
CCOC(=O)c1c2c(n3ccc(NC(=O)OC(C)(C)C)cc13)C(=O)c1ncccc1C2=O	7.6*	-29.0*	-6.7*	-62.2*	-72.2*	2.0*	-23.9*	7.4*
C=COC(=O)CCOCC(CC)CCCC (stereo not drawn)	99.2	103.7	53.2	99.2	96.3	105.5	92.9	93.9
CCN1C(=O)N(CC)C2Nn3c(s/c(=C4\C(=O)Nc5ccccc54)c3=O)=NC21 (stereo not drawn)	.	5.1*	53.2	-51.0*	29.1	48.3	20.2	59.0
CC(C)(C)c1ccc(S(=O)(=O)Nc2ccc(NC(=O)C34CC5CC(CC(C5)C3)C4)cc2)cc1	100.5	100.1	91.1	98.8	89.4	99.3	79.0	75.4
CCOC(=O)Cc1cnn(C)c1NC(=O)c1cc(C)ccc1NC(C)=O	90.4	97.3	.	102.1	104.3	99.5	107.2	105.4
CC(=O)c1sc(/N=C2\NC(=O)/C(=C/c3cn(C)c4ccccc34)S2)nc1C	115.3	109.2	108.8	105.9	79.6	106.8	103.3	99.3
COc1ccc(C(=O)/C=C/c2c(-c3ccc(Cl)cc3)nc3sc(C)nn23)cc1OC	90.6	89.0	94.5	106.5	92.9	64.5	101.1	93.7
Nc1ccc(OCCOc2ccc([N+](=O)[O-])cc2)cc1	96.8	103.9	79.3	106.8	97.9	94.7	.	90.4
O=C(O)c1c(O)c(O)cc2ccccc12	.	120.1	94.4	104.8	100.7	121.6	.	.
